Bioassay records deposited in PubChem by National Center for Advancing Translational Sciences (NCATS).
KDM5B inh = KDM5B demethylase inhibition; KDM5B demethylase, FDH-coupled NADH fluorescence (FDH is formaldehyde dehydrogenase); Potency, µM (top dose mostly 57.7 µM), for inactives: at the highest dose activity change, negative = inhibition, actives largely listed as inhibitors; 2.6% of 220,000 active; active means well fitted inhibition curve with a large enough effect; inconclusive means small, poorly fitted or top-dose-only effect; inactive means no such curve, though single readings can be large or run the other way; further: 0% is about no effect; nearly all actives have a fitted effect of over 70% in size
Target sequence (Q9UGL1 whole entry, looked up): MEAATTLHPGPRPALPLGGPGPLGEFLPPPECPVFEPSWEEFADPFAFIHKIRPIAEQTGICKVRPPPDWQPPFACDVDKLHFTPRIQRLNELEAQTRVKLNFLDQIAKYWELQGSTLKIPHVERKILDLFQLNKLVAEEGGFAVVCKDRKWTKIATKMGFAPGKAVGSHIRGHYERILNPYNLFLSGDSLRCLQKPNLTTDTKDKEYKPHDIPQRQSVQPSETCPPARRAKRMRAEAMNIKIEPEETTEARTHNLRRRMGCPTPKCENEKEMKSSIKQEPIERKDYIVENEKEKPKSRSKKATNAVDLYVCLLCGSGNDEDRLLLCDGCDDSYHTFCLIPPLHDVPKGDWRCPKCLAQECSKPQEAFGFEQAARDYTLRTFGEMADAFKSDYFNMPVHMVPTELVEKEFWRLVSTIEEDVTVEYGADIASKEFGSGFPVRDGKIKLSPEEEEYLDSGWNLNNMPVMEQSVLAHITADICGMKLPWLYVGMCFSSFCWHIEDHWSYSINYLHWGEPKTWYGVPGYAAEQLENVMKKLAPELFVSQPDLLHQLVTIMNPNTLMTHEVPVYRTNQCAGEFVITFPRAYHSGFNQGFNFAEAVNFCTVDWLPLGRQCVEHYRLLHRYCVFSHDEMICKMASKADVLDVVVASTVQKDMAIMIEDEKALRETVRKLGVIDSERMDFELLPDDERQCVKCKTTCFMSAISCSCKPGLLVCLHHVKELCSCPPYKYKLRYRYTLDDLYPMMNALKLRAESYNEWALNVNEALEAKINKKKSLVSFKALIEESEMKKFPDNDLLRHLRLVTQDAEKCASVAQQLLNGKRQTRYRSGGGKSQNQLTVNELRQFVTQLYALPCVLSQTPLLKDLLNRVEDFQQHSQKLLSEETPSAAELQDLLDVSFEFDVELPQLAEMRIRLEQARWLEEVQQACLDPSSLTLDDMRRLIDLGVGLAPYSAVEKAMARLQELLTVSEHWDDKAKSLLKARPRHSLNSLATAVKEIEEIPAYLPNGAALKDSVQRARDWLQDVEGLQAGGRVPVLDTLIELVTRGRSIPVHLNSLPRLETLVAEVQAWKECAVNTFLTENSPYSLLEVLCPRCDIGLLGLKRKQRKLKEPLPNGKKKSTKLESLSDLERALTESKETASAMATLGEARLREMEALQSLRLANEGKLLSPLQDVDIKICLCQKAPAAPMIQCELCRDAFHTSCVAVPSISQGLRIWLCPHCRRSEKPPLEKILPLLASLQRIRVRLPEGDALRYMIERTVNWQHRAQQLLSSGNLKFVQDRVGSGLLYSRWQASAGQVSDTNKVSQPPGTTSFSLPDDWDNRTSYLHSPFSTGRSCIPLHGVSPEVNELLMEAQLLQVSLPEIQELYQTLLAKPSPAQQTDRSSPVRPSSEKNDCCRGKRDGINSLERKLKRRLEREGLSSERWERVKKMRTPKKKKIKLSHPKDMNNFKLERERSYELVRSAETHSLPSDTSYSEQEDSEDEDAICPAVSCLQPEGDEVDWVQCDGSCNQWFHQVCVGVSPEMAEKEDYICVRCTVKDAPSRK
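qHTS format, multiple compound concentrations. Buffer 50 mM HEPES pH 7.5/0.01% Tween-20; 200 nM KDM5BΔAP final; 10 min compound preincubation; substrate-mix levels 12.5 µM peptide, 25 µM α-KG, 0.25 mM NAD⁺; 30 min RT; ΔRFU.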
* marks the source's active call; other numbers are inactive results; u = inconclusive; [ ] = another dose, or the depositor's remark. Potency means the concentration at half of the fitted maximal effect.

SMILES	KDM5B inh
Cc1c(C)n(Cc2ccncc2)c2ncn3nc(-c4ccncc4)nc3c12	7.1%
COc1cc(NC(=O)Cc2ccsc2)ccc1N1CCCC1=O	8.4%
CCNC(=O)O[C@H]1COCCN(c2nc3ccccc3o2)C1	-18.2%[86.2 µM]
O=C(NC1CC(=O)N(c2ccccc2)C1)c1cc2ccccc2o1 (stereo unspecified)	4.2%
COCCC(=O)N1CCCN(C(=O)C2CC2)c2ccccc21	1.4%
Cc1ccsc1C(=O)N1CCC2(CC1)N=C(c1cccc(Br)c1)NO2	u
COc1ccc(S(=O)(=O)n2nc(-n3c(C)ccc3C)c3c(F)cccc32)cc1OC	-10.3%
Cc1nc(C(=O)N2CC(F)(F)C[C@H]2c2nc(C3CC3)no2)co1	21.1%
NC(=O)COc1ccc2oc(-c3ccccc3)cc(=O)c2c1	u
O=C(Oc1ccccc1F)c1nc(SCc2ccccc2F)ncc1Cl	u
CNC(=O)NCC(=O)N1CCCCCNC(=O)CC1c1ccccc1 (stereo unspecified)	-4.3%
CC1(C)Cc2nc(-c3ccccc3)nc(SCC(O)CO)c2CO1 (stereo unspecified)	9.2%
CCOC(=O)C1CCCN(c2c(C(=O)c3ccc(OCC)cc3)cnc3ccccc23)C1 (stereo unspecified)	-20.5%
CC(C)Cn1nc2n(c1=O)CCN(S(=O)(=O)c1ccc(C(C)(C)C)cc1)CC2	-11.3%
O=C(NCc1cccc(F)c1)C1CCN(C(=O)c2ncn3c2COC(c2ccccc2)C3)CC1 (stereo unspecified)	-5.6%
O=C(CSc1nc(-c2ccccc2)cc(=O)[nH]1)Nc1ccc(Cl)c(C(F)(F)F)c1	4.0%
CCCN(C)C(=O)CCc1ccnc(N2CCOCC2)c1	25.1µM*
CCCN(CC1CCOC1)C(=O)Nc1cc(Cl)ccc1C (stereo unspecified)	28.2%
CN1C[C@H](NCc2nccs2)CCC[C@@H](C(=O)NC2CCOCC2)CC1=O	-15.3%[86.2 µM]
COCCCNc1oc(/C=C/c2cc(OC)c(OC)c(OC)c2)nc1C#N	u
CCCCCCN1CCS(=O)(=O)N(Cc2ccccc2)C(C(=O)OC)C1 (stereo unspecified)	19.4%
COc1ccc(F)cc1CN1CCCC(CO)(CC2CC2)C1 (stereo unspecified)	-27.1%
COc1ccc(S(=O)(=O)Nc2nc3ccccc3nc2Nc2ccc(Br)c(C)c2)cc1	-25.0%
Cc1nc2cc(NC(C)C(=O)Nc3ccc(C(F)(F)F)cc3)ccc2o1 (stereo unspecified)	u
COCCn1c(C)cc(O)c(C(c2ccccc2Cl)N2CCCCC2)c1=O (stereo unspecified)	-18.2%

Structures listed so far shown as hits in KDM5B inh:
SMILES	KDM5B inh
CCCN(C)C(=O)CCc1ccnc(N2CCOCC2)c1	25.1µM*

Of the compounds above, these have a thiophene ring, fused or not:
SMILES	KDM5B inh
COc1cc(NC(=O)Cc2ccsc2)ccc1N1CCCC1=O	8.4%
Cc1ccsc1C(=O)N1CCC2(CC1)N=C(c1cccc(Br)c1)NO2	u

(more compounds)
SMILES	KDM5B inh
COc1ccc(C)cc1NC(=O)CN1C(=O)NC2(CCC(C)CC2)C1=O (stereo unspecified)	18.5%
COc1cc(CN2CCC3(CCN(CC4CC4)CC3)C(CO)C2)ccc1F (stereo unspecified)	13.0%
Cc1ccc(S(=O)(=O)n2nc(-c3ccccc3)nc2NCc2ccc(Cl)cc2)cc1	5.1%
Cc1ccc2c(c1)-c1ncc(C(=O)c3cc(Br)ccc3O)cc1CO2	u
CCOC(=O)c1ccc(Nc2c(-c3ccc(O)cc3)nc3nc[nH]n23)cc1	u
CCc1ccc(NC(=O)N2CCN(Cc3ccc(Cl)s3)CC2)cc1	-1.1%
C/C(=N/Nc1nc(-c2ccccc2)c(CC(=O)O)s1)c1ccccc1	-29.5%
CCCn1nc(C(=O)OCC(=O)NCc2ccc(F)cc2)c2ccccc2c1=O	11.0%
Cc1nn(C)cc1S(=O)(=O)Nc1ncccn1	6.0%
COc1ccc2[nH]cc(C3C(NC(=O)c4ccc(Cl)cc4)=C(C)Nc4ncnn43)c2c1 (stereo unspecified)	-6.3%
COCCn1c(C)cnc1C1CCN(C(=O)c2ccc(OC)nc2)C1 (stereo unspecified)	-0.2%
Cc1cc(C)c2c(C)c(C(=O)O)oc2c1	8.0%
CCOC(=O)C(=O)Nc1c(C(=O)Nc2ccc(C)cc2)oc2ccccc12	0.5%
CCOC(=O)N/N=C\c1ccc(OC/C=C/c2ccccc2)c(OC)c1	-5.5%
O=C(CCn1ccc(=O)[nH]c1=O)N1CCn2nc(Cc3ccccc3)cc2C1	4.4%
Cc1nc(-c2ccc(OC(F)(F)F)cc2)sc1C(=O)N1CCOCC1	-5.9%
COc1ccc(CN2CCC3(CC2)C(C(=O)O)CC(=O)N3C)cc1Cl (stereo unspecified)	20.9%
COc1ccccc1C(=O)N1CC(Oc2ccc(-c3nc(-c4ccccc4)no3)cc2)C1	-41.8%
Cc1nnc2n1CCC(NC(=O)NCc1ccco1)CC2 (stereo unspecified)	7.1%
Cn1cccc1CN1CCn2c(nn(-c3ccc(Cl)cc3)c2=O)C1	-27.1%[115 µM]
COc1ccc(-c2cc(N3CCCC(NC(=O)c4ccc(F)cc4F)C3)n[nH]2)cc1 (stereo unspecified)	-13.8%
N#Cc1ccc(CN2CC[C@H](c3nnc(Cc4ccccc4)o3)C2)cc1	-7.9%[86.2 µM]
Cc1cc(N2CCN(C(=O)CCCS(N)(=O)=O)CC2)cc(C)n1	-8.8%
Cc1nc2n(c1C(=O)Nc1nccs1)CCC(Nc1ccccc1)C2 (stereo unspecified)	-18.9%[86.2 µM]
COc1cc(C(=O)N(Cc2ccc(C(C)C)cc2)C2CCS(=O)(=O)C2)cc(OC)c1OC (stereo unspecified)	-3.9%
SMILES	KDM5B inh
CN1CCCC1c1nc(C2CN(S(=O)(=O)c3ccc(C#N)cc3)C2)no1 (stereo unspecified)	-11.1%
Cc1ccc(C(=O)N2CCN(C(=O)c3nnn4c3COC(c3ccc(Cl)cc3)C4)CC2)cc1F (stereo unspecified)	14.6%
C=CCC(NCc1ccccc1)c1ccc(C)o1 (stereo unspecified)	-3.0%
Cc1cccc(NC(=O)CNC(=O)CCc2c(C)nc3c4ccccc4nn3c2C)c1C	-33.0%
CC(C)c1ccc(Nc2nnc(SCC(=O)NC(C)(C)C)s2)cc1	4.2%
CC(C)(C)OC(=O)NCCC(=O)NC1CCCCC1	24.9%
COc1cncc([C@@H](NC(=O)Cc2ccsc2)C2CC(O)C2)c1 (stereo partly specified)	51.5%[activator]
CC(C)CNC(=O)N1CCCOCCNC(=O)[C@@H]2CCC[C@@H]21	-21.6%
O=S(=O)(NCC(c1ccccc1)N1CCc2ccccc21)c1ccc(Cl)cc1 (stereo unspecified)	u
C[C@H](NC(=O)c1ccc(Cl)c(S(=O)(=O)N2CCOCC2)c1)c1nc2ccccc2[nH]1	-15.1%
COc1ccc(CC(=O)N2CCc3cn(C)c4cccc(c34)C2)cc1	u
CCn1c(C)c(CCC(=O)NCc2cccc(OC)c2)c(=O)n2nc(-c3ccccc3OC)cc12	u
O=C(OCc1cccc(F)c1F)c1ccc(CN2CCCC2=O)cc1	13.5%
CCCCNC(=O)C1CCCN(c2nnc(C)c3c(C)n(-c4ccc(Cl)cc4)nc23)C1 (stereo unspecified)	u
O=C(Nc1ccc(F)cc1Cl)C1CCN(c2ncnc3c2nc2n3CCCCC2)CC1	u
Cc1ccc(C)c(NC(=O)C2CCN(c3cc(C(F)(F)F)ncn3)CC2)c1	u
CC(=O)Nc1cccc(NC(=O)Cn2cnc3c2c(=O)n(C)c(=O)n3C)c1	-33.5%
O=C(COC(=O)C1CCC1)c1ccc[nH]1	-1.0%
O=C(c1ccc(Cl)cc1Cl)N1CCC(c2nnc3n2C(C(=O)N2CCN(c4ncccn4)CC2)CC3)CC1 (stereo unspecified)	u
CN(C)c1ccc(N=c2cc(-c3ccccc3)cc(-c3ccccc3)s2)cc1	4.5%
O=C(NCCSc1ccccc1)c1cc(Cl)c2c(c1)OCCCO2	27.8%
O=C(O)Cc1sc(Nc2ccc(C(=O)O)cc2)nc1-c1ccccc1	u
O/N=C/c1cccc(Cl)c1Cl	14.9%
Cc1ccc(-n2c(SCc3cccc(F)c3)nc3[nH]ncc3c2=O)cc1C	-12.7%
CC12CCC(C/C1=N\O)C2(C)CBr (stereo unspecified)	5.6%
SMILES	KDM5B inh
CC1(c2ccccc2)N(Cc2ccccc2)C(=O)OC12CCN(c1ccncc1)CC2 (stereo unspecified)	19.9%[86.2 µM]
CN(Cc1cccs1)C(=O)c1cccc(S(=O)(=O)N2CCCC2)c1	2.8%
O=C(COc1cccc(Cl)c1)Nc1ccc(-c2nc3ccccc3o2)cc1	19.6%
Cc1ccccc1-c1csc(=S)[nH]1	-3.2%
COc1ccc2nc(NC(=O)c3cc(=O)c4cc(C)c(C)cc4o3)sc2c1	-3.9%
Cc1ccc(CNC(=O)C2(C)CN(S(C)(=O)=O)CC(=O)N2c2ccc(Cl)cc2)cc1 (stereo unspecified)	13.7%
COC[C@@H]1CN(C(=O)c2nccc3ccccc23)C[C@H]1c1ccncc1	-4.9%
Cc1ccc(C#N)c(NCc2cccnc2N2CCN(c3ccccn3)CC2)n1	28.2µM*
CCCCNC1C2CC3CC1CC(C2)C3NCCCC (stereo unspecified)	u
Cc1cc(C)cc(Nc2nc(NC3CCCC3)nc3c2cnn3-c2ccccc2)c1	u
Cc1ccc(C)c(NC(=O)Cn2c(=O)n(CC(=O)NCCc3ccccc3)c(=O)c3ccccc32)c1	-7.1%
O=C(NCc1cccnc1)c1nc(-c2ccc(Cl)cc2)c2ccccn12	28.2µM*
Cc1cnc(-c2cccnc2)n1CC1CCN(CC2CC2)CC1	12.4%
COc1ccc(NC(=O)c2ccccc2C)c2cccnc12	0.9%
CCn1cc(-c2ccncc2)cc1C(=O)NCc1ccc(OC(C)C)cc1	u
Cn1cccc1C(=O)NC1CCCN(c2cc(-c3ccc(F)cc3)[nH]n2)C1 (stereo unspecified)	-29.9%
COC(=O)C(CCSC)NC(=O)c1cc2c(n(-c3ccc(OC)cc3)c1=O)CC(C)(C)CC2=O (stereo unspecified)	u
COc1ncccc1-c1cnc2[nH]cc(CC(=O)Nc3nc(C)cs3)c2c1	-10.3%[86.2 µM]
CCn1ncc(N2CCCC(CC(=O)NCCc3cccs3)C2)cc1=O (stereo unspecified)	5.5%
O=C(Nc1ccc(OC(F)(F)F)cc1)C(=O)c1c[nH]c2ccccc12	-3.2%
N[C@@H]1CCN(Cc2cccc(Oc3ccc(F)cc3)c2)C[C@H]1O	-3.8%
CC[C@H]1CN(C(=O)c2ccccc2)CC[C@H]1CC(=O)NCc1ccc(F)cc1	32.1%[86.2 µM]
CC1CCCCC1NC(=O)/C=C/c1cccs1 (stereo unspecified)	9.2%
O=c1ccnc2n1COCS2	6.4%
CCOC(=O)CSc1ncn(-c2nc(NC(C)(C)C)nc(N(C)C)n2)n1	10.9%

As a working copy, 6 of the compounds above:
SMILES	KDM5B inh
CC1(c2ccccc2)N(Cc2ccccc2)C(=O)OC12CCN(c1ccncc1)CC2 (stereo unspecified)	19.9%[86.2 µM]
CN(Cc1cccs1)C(=O)c1cccc(S(=O)(=O)N2CCCC2)c1	2.8%
O=C(COc1cccc(Cl)c1)Nc1ccc(-c2nc3ccccc3o2)cc1	19.6%
Cc1ccccc1-c1csc(=S)[nH]1	-3.2%
COc1ccc2nc(NC(=O)c3cc(=O)c4cc(C)c(C)cc4o3)sc2c1	-3.9%
Cc1ccc(CNC(=O)C2(C)CN(S(C)(=O)=O)CC(=O)N2c2ccc(Cl)cc2)cc1 (stereo unspecified)	13.7%

Additional entries follow.
SMILES	KDM5B inh
O=c1[nH]nc2n1CCC(NS(=O)(=O)c1cccc3cccnc13)CC2 (stereo unspecified)	64.2%[activator]
COc1cccc(NC(=O)CSc2nc(=O)n(Cc3cccnc3)c3c2CCC3)c1	-1.1%
COc1ccc(-c2cc(C(F)(F)F)nc(SCCC(=O)Nc3ccc(F)cc3F)n2)cc1	u
OCCc1cc(CC2(N(CC3CC3)CC3CC3)COC2)no1	11.3%[86.2 µM]
COCc1c(C(=O)OCC(=O)NCC2CCCO2)sc2cccc(F)c12 (stereo unspecified)	u
O=C(CC[C@H]1NC(=O)c2ccccc2NC1=O)Nc1nnc(Cc2ccccc2)s1	-5.8%
Cc1ccc(OCC(=O)NCCC2CCN(C(=O)Nc3ccccc3F)CC2)cc1	23.7%
CC(C(=O)N1CCNC1=O)N(C)Cc1cccc(Cl)c1 (stereo unspecified)	-9.3%
N#Cc1c(Nc2ccc(Cl)cc2)s[nH]c1=O	u
Cc1ccc(CNC(=O)CSc2nc3[nH]ncc3c(=O)n2-c2ccccc2)cc1	-6.8%
Cc1cccc(C)c1NC(=O)Cn1c(=O)n(Cc2ccccc2)c(=O)c2c(C)c(C(=O)N(C)C)sc21	u
COc1ccc2c(Sc3ccc(C)cc3)c(C(=O)NCCc3ccccc3)[nH]c2c1	-14.0%
Cc1ccc(CNc2nc(-c3ccco3)nn2S(C)(=O)=O)o1	-25.1%
CN(CCO)c1ccc2c(c1)Oc1ccccc1CN(Cc1cn(Cc3ccc(C(F)(F)F)cc3)nn1)S2(=O)=O	19.6%
COc1ccc2nc(SCC(=O)c3cc(C)n(C)c3C)[nH]c2c1	-5.2%

Arranged by the number under KDM5B inh (lowest first): some entries from above
compound | KDM5B inh
COc1ccc2c(Sc3ccc(C)cc3)c(C(=O)NCCc3ccccc3)[nH]c2c1 | -14.0%
Cc1ccc(CNC(=O)CSc2nc3[nH]ncc3c(=O)n2-c2ccccc2)cc1 | -6.8%
Cc1ccc(OCC(=O)NCCC2CCN(C(=O)Nc3ccccc3F)CC2)cc1 | 23.7%

These rows are one share of the data; the hit share may differ from the screen's.
